# mcGAS RapidFire = inhibitors of mouse cGAS; recombinant mouse cGAS, cGAMP by RapidFire MS; hit rate 0.18% among 130,000; Q8C6L5; inhibition, % at 12.5 µM;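 active = inhibition of cGAS enzyme activity at or above 60%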;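 also: enzyme stimulated by 45 bp dsDNA with ATP and GTP substrates; cGAMP share of summed cGAMP plus half ATP and half GTP signals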
# Target sequence (Q8C6L5 whole entry, looked up): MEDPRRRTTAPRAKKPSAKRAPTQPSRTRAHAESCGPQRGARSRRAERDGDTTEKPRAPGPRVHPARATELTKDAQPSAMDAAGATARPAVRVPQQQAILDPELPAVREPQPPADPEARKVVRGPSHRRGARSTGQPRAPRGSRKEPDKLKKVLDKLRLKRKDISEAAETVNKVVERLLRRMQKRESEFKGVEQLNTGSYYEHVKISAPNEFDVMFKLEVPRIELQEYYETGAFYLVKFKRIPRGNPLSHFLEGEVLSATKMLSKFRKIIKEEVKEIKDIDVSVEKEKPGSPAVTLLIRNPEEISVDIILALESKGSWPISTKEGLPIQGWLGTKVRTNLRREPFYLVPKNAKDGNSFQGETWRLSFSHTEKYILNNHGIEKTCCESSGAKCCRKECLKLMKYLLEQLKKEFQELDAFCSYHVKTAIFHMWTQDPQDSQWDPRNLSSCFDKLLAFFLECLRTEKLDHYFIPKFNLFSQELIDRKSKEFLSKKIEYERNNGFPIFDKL
# Starred values were filed as active, the others as inactive; & = joins results of further samples. This is a subset, so the mix of outcomes need not match the whole.
molecule | mcGAS RapidFire
O[C@H]1CN(Cc2cccc3nonc23)C[C@@H]1N1CCN(c2ccccn2)CC1 | -1.3
O=C(O/N=C1/CCOc2ccccc21)c1ccc(Cl)c(Cl)c1 | -8.3
Cn1nc(-c2nc3c4c5c(sc4[nH]c(=O)n3n2)CCC5)c2ccccc2c1=O | -9.5
CC(=O)N1c2ccccc2C(C)(C)C2CCC(C)CC21 (configuration not stated) | -8.3
CC1CCCCN1C(=O)CCn1ccnn1 (configuration not stated) | -4.8
Cc1cccc(CNCc2c(-c3ccccc3)noc2N2CCCC2)c1 | -3.6
COC(=O)c1ccc(C(=O)OCCCc2nc3ccc([N+](=O)[O-])cc3[nH]2)cc1 | -13.4
CCOc1ccnc2c1c(=O)n(CC(=O)NC)c(=O)n2C | 5.2
Cc1cccnc1CC(C)N(C)C(=O)c1cc(C)c2nc(N)sc2c1 (configuration not stated) | -4.1
COc1ccc(Cl)c2sc(N(CCN(C)C)C(=O)c3ccno3)nc12 | -1.1
CCC/C=C/C(=O)NS(=O)(=O)c1cc(C#N)ccc1C | 1.0
O=C1Nc2c(c(=O)[nH]c(=O)n2Cc2ccccc2)C1(O)C(F)(F)F (configuration not stated) | -12.0
Cc1ccc(NC(=O)CN2CCc3ccccc32)cc1F | -12.2
Cc1cc(C)nc(SCC(=O)c2c(-c3ccccc3)cc3ccccn23)n1 | -45.8
CC1CCC2(CC1)NC(=O)N(CN(C)Cc1ccccc1Br)C2=O (configuration not stated) | -5.5&-2.1
Brc1ccc(-c2csc(N3CCCCC3)n2)s1 | -3.4
CCN(CCn1cccn1)C(=O)C1CCN(c2ccccc2)C1=O (configuration not stated) | -8.5
N#Cc1ccc(CON=Cc2ccc(OC(F)F)cc2)cc1 | 47.3
O=C(Nc1n[nH]c(Cc2ccccc2)n1)N1CCN(C(=O)c2ccccc2)CC1 | -37.0
C=CCc1cc(OCC)cc(CN2CCSCC2)c1O | 2.0
COc1ccccc1NC(=O)Nc1ccnn1C1CCN(C(=O)CC2=CCCCC2)CC1 | -11.7
O=c1c(-c2ccc(O)cc2)coc2c(C3O[C@H](CO)[C@@H](O)[C@H](O)[C@H]3O)c(O)ccc12 (some centres not stated) | 4.0
CCCOc1ccccc1Cn1c(=O)oc2ccccc21 | -1.6
O=c1sc(N2CCN(C3CCCCC3)CC2)nc2ccsc12 | 11.1
COc1ccc(CN2C(=O)N(CC(=O)NC(C)C)c3ccccc3S2(=O)=O)cc1 | -8.7
COc1ccc(-c2nnc3ccc(OCCNC(=O)c4cc(C)cc(C)c4)nn23)cc1OC | 2.4
O=C(CN1CCOCC1)Nc1ccc(OC(F)(F)F)cc1 | -4.1
COc1ccc(Cn2c(-c3ccccc3OC)n[nH]c2=O)cc1 | -40.0
CCCc1cc(C(=O)N2CCC(n3nccc3NC(=O)C(OC)c3ccccc3)CC2)no1 (configuration not stated) | -2.4
CCC(C)c1ccc(S(=O)(=O)Nc2cc(C(N)=O)c(F)cc2F)cc1 (configuration not stated) | -11.6
Cn1cc(C2N3CC4(C)CN2CC(C)(C3)C4O)c2ccccc21 (configuration not stated) | 2.3
CNC(C)(C)/C(=N\O)c1ccccc1 | -1.0
Cc1cc(C)cc(OCc2nc(CNCCN3CCOCC3)cs2)c1 | -13.6
CCc1ccccc1OCC(=O)NC1CCN(C2CCOC2)CC1 (configuration not stated) | -13.1
CC(C)c1ncc(S(=O)(=O)N(Cc2ccccc2)CC(F)F)[nH]1 | -0.4
CCOc1ccccc1-c1cncc2ccccc12 | -9.1
CC1CCC(NC(=O)c2sccc2-n2cccc2)CC1 (configuration not stated) | -6.3
O=c1c2cnn(C3CCS(=O)(=O)C3)c2ncn1CCc1ccccc1 (configuration not stated) | 2.0
Cn1cc(OCc2ccccc2)c(=O)cc1C(=O)NCc1ccccc1Cl | -4.1
NC(=O)C1CCN(c2nc3ccsc3c(=O)s2)CC1 | 10.1
CNC(=O)c1ccc(NC(=O)NC2(c3cccc(Cl)c3)CC2)cc1 | -1.3
COCCCn1c(C)c(C)n2c3c(=O)n(CC(C)=O)c(=O)n(C)c3nc12 | -3.7
CCOC(=O)C1=C(C)N(CCOC)C(=O)NC1c1cccs1 (configuration not stated) | -4.5
CN1CCC2(CCN(Cc3ccc(-n4cncn4)cc3)CC2)C1 | -33.3
CC(C)N(Cc1nccn1C)c1nc2nonc2nc1NC1CCCC1 | -5.0&0.2
CCN1CCN(C(=O)C(C)Sc2nc(N)c3ccsc3n2)CC1 (configuration not stated) | -5.4
Nc1ccc2nn(-c3cccc4ccccc34)nc2c1 | 3.0
CC(C)Oc1ccc(-c2cncn2C)cc1 | -19.6
COc1cc(NC(=O)NCc2nnnn2C2CCCCC2)cc(OC)c1OC | 9.2
CCCCc1ncc(CN2CCCn3nc(C(=O)O)cc3C2)[nH]1 | -5.6
Cc1nn(C)c2ncc(NC(=O)CSC(C)(C)C)cc12 | -3.0
Cc1cc(NC(=O)NC(C)c2cccc(Br)c2)no1 (configuration not stated) | -8.0
C=CCn1c(SCC(=O)N(C)C)nc2sc3c(c2c1=O)CCC3 | -10.1
CC(NC(=O)c1ccc2c(c1)ncn2CCO)c1ccc(O)c(F)c1 (configuration not stated) | -6.8
CCCCCNc1nnnc2c1sc1nc(N3CCOCC3)c3c(c12)CC(C)(C)OC3 | -2.3
N#Cc1ccc(OCc2nnnn2-c2ccc(C(F)(F)F)cc2)cc1 | -5.4
CC1(C)NC(=O)N(CC(O)CN2CCCC2)C1=O (configuration not stated) | -14.1
Cc1ocnc1C(=O)N1CCC(C(=O)Nc2cccc(-c3ccco3)c2)CC1 | 1.6
CCn1cc(CN(C)C(=O)c2csc(Cc3ccccc3)n2)c(C)n1 | -22.0
CC1(C(=O)Nc2cccc(Oc3ccccc3)c2)CCN1Cc1ccccc1OC(F)F (configuration not stated) | -7.6

# Next part
molecule | mcGAS RapidFire
COC(=O)c1ccc(Cn2c(C)c(C(=O)Nc3ccc(OC)cc3)sc2=O)o1 | -4.5
COCCCNc1nc2nonc2nc1N(C)CCOC | -3.4
COc1cn2c(cc1=O)C(=O)N(CCNC(=O)CC(c1ccccc1)c1ccccc1)CC2 | -2.4
Cc1ccccc1S(=O)(=O)NC(=O)C1(C)CCN1C(=O)CC1CCCCC1 (configuration not stated) | -4.3
Cc1ccc(-c2nnc(Nc3cccc(O)c3)c3ccccc23)cc1S(=O)(=O)NC(C)(C)C | -0.1
COc1ccc(C(C)=O)cc1CS(=O)c1ccccc1OC (configuration not stated) | 10.4
CCCCCCOC(=O)C1=C(C)NC(=O)NC1c1ccccc1Cl (configuration not stated) | 4.8
S=c1nn[nH]n1-c1ccccc1 | 0.8
COc1cc2cc(C(=O)NC3CCCCC3)[nH]c2c(OC)c1OC | -3.4
CC(CN(C)C)CN1c2ccccc2Sc2ccccc21 (configuration not stated) | -4.2&-3.7
CC(=O)Nc1ccc(-n2ccc3nc4ccn(CCO)c(=O)c4cc3c2=O)cc1 | -7.8
CC(=O)Cn1c(=O)c2c(nc3n2CCCN3Cc2ccco2)n(C)c1=O | -4.6
COC(=O)C1=CN(Cc2cccs2)C=C(C(=O)OC)C1c1cccs1 | -8.0
O=C1CCCc2occ(C(=O)N3CCC4(CC3)Nc3ccccc3C(=O)N4CCO)c21 | -10.9
O=S1(=O)CC2SC(=S)C(Nc3ccccc3)C2C1 (configuration not stated) | 15.2
CCSCCN(C(=O)c1ccn[nH]1)C1CCCCC1 | 0.5
CCCc1nc(C(C)(C)NC(=O)c2sc(-c3cccs3)nc2C)no1 | -7.0
CNCc1csc(C(C)C)n1 | -1.7
Cc1cn2c3c(=O)n(CC(=O)C(C)(C)C)c(=O)n(C)c3nc2n1C1CCCC1 | -1.1
COc1ccc(C(=O)Nc2c3c(nn2-c2cccc(C)c2C)CS(=O)C3)cc1OC (configuration not stated) | -6.7
CCc1cc(-c2cccc(C)c2C)nc(N(C)C)n1 | -18.1
CC(CN1CCc2ccccc2C1)NC(=O)C1=NNC(=O)CC1 (configuration not stated) | -19.0
COc1ccc(N=c2scc(CN3CCC(O)CC3)n2Cc2ccccc2)cc1 | -3.7
O=C(c1ccc2[nH]c(=O)[nH]c2c1)N1CCC(Cc2ccccc2)C1 (configuration not stated) | 0.4
Cc1nn(S(=O)(=O)c2ccc(C(C)(C)C)cc2)c(C)c1S(=O)(=O)N1CCCC(C)C1 (configuration not stated) | -6.9
Nc1nnc(-c2cc(-c3ccc(Cl)cc3)on2)o1 | -0.2
O=[N+]([O-])C1C(=Nc2ccc(Cl)cc2)NN=C1c1nnco1 (configuration not stated) | 4.4
CC(=O)Oc1ccccc1CN1C(=O)C(C)ON=C1c1ncccc1C (configuration not stated) | 3.9
Cn1c(=O)[nH]c(=O)c2c1ncn2CCN1CCOCC1 | 7.7
O=C(O)CCCCCN1C(=O)C(=Cc2cccs2)SC1=S | 0.0
Cn1nnc2c(C(N)=O)ncn2c1=O | -9.0&-1.5
COc1ccc(C2(CNC(=O)N3CCSCC3)CCCCC2)cc1 | -11.5
CCc1ccc(NC(=O)CN(C2CC2)C2CCS(=O)(=O)C2)cc1 (configuration not stated) | -13.3
CC(=O)Nc1cc(-c2ccccc2)nn1-c1ccc(C(=O)NCCC2=CCCCC2)cc1 | -51.8
COc1ccc(-c2[nH]c(=S)[nH]c2-c2ccc(OC)cc2)cc1 | -7.7
COCc1c(C(=O)OCC(=O)N2CCCC2=O)oc2ccccc12 | 2.5

# Exported as labelled records: part of the list above
Cn1nnc2c(C(N)=O)ncn2c1=O
  mcGAS RapidFire: -9.0&-1.5
COc1ccc(C2(CNC(=O)N3CCSCC3)CCCCC2)cc1
  mcGAS RapidFire: -11.5
CCc1ccc(NC(=O)CN(C2CC2)C2CCS(=O)(=O)C2)cc1 (configuration not stated)
  mcGAS RapidFire: -13.3

# Carrying on.
molecule | mcGAS RapidFire
CCCC(C)NC(=O)CSc1nc2ccccc2c(=O)n1CCCN(CC)CC (configuration not stated) | -5.7
Cc1ccc(C)c(-n2cc(CN3CCN(C(=O)c4ncn[nH]4)CC3)c(-c3ccccc3)n2)c1 | -2.8
COc1ccc(-c2cnn(CCC(N)=O)c2)c(C)c1 | -2.1
CC(C)=CC(=O)OCC(=O)NC(C)(C#N)C(C)C (configuration not stated) | 8.2
CSc1nc2ncc3c(=O)n(CCc4ccccc4)ccc3n2n1 | -8.0
O=C1CCCc2nn(-c3ccccc3)nc21 | -7.4
N=C1/C(=C\c2ccc(OC(=O)c3ccccc3F)c(Cl)c2)C(=O)N=C2SC=NN12 | 28.2
Cc1cccnc1C(NC(=O)COc1c(C)ccc(C)c1C)C1CC1 (configuration not stated) | -15.3
CC(Sc1nnc(N)s1)C(=O)N1CC(=O)Nc2cc(C(F)(F)F)ccc21 (configuration not stated) | -33.5
Cn1cc([N+](=O)[O-])c(C(=O)Nc2cc(Cl)c(Cl)cc2Cl)n1 | -9.8
CCCCC(CC)C(=O)NNC(=O)COc1cc(C)c(Cl)c(C)c1 (configuration not stated) | -5.1
Cc1ccccc1NC(=O)CSC(=O)c1ccccc1 | 4.3
COc1cc(CN2C(=O)CON=C2c2cc(Cl)ccc2OC)cc(OC)c1 | -9.0
NCCN1C(=S)SC(=Cc2ccccc2F)C1=S | -3.6
CCOC(=O)C(Cc1ccccc1)N(C)CC(=O)Nc1nccs1 (configuration not stated) | -12.1
Cc1ccc(-n2nc3c(c2NC(=O)c2ccc(S(=O)(=O)N(C)C)cc2)CS(=O)(=O)C3)c(C)c1 | -8.2
Clc1cc2c(cc1Sc1cccnn1)OCCO2 | -1.1
COc1ccc(CCS(=O)(=O)NCCCc2ccc(N(C)C)cc2)cc1 | -5.1
C(=Cc1ccccc1)C=NNc1ncnc2ccccc12 | -1.5
Cc1ccc(Cl)c(OCC(=O)NC2=NCCS2)c1 | -5.1
O=C(OCC(=O)N1CCNC1=O)C1CCCCC1 | -7.4
CCN(CC)S(=O)(=O)c1ccc(N=Nc2c(O)[nH]c3c(C)cc(C)cc23)nc1 | -1.2
Cc1cc(NC(=O)CSc2nc(-c3ccccc3)nc3c2c(=O)n(C)c(=O)n3C)no1 | 8.9
CCc1noc(CN(CC)C(=O)c2sc(C(C)C)nc2C)n1 | -14.7

# In the list so far, these contain a nitro group on carbon:
molecule | mcGAS RapidFire
COC(=O)c1ccc(C(=O)OCCCc2nc3ccc([N+](=O)[O-])cc3[nH]2)cc1 | -13.4
O=[N+]([O-])C1C(=Nc2ccc(Cl)cc2)NN=C1c1nnco1 (configuration not stated) | 4.4
Cn1cc([N+](=O)[O-])c(C(=O)Nc2cc(Cl)c(Cl)cc2Cl)n1 | -9.8

# New compounds follow
molecule | mcGAS RapidFire
Cc1c(Cl)cccc1N=C1SCCN1C(=O)CN1C(=O)NC2(CCCC2)C1=O | -5.1
OC(CSc1ccc(Cl)cc1)CN1CCOCC1 (configuration not stated) | -2.0
CC1(C(=O)NS(=O)(=O)c2ccccc2)CCN1C(=O)CC1CC1 (configuration not stated) | -4.3
COc1ccc(-c2nnn(Cc3cc(Cl)c4c(c3)OCCO4)n2)cc1OC | -5.8
O=C(CCS(=O)(=O)c1ccc(Br)s1)NC1CCCCC1 | 7.4
CCCc1c(C(=O)O)cnn1-c1ccccc1 | -2.1
C=C1c2ccccc2C(=O)N1C(C)C(=O)OCc1cc(=O)n2cccc(C)c2n1 (configuration not stated) | -6.2
Cn1c(=O)c2c(nc(Br)n2CC(N)=O)n(C)c1=O | -2.9
COc1cccc(NC(=O)CCC2CCN(Cc3cccc(C)n3)CC2)c1 | -16.3&-4.2
Cc1nnsc1CN(C)C(=O)CCSc1ccc2c(c1)OCCO2 | -15.3
COC(=O)c1cc(C2CC2)nc2c1c(-c1cccs1)nn2C1CCS(=O)(=O)C1 (configuration not stated) | -8.0
Cc1nc(C(=O)NC(C#N)c2ccccc2C)cs1 (configuration not stated) | 3.1
Cc1ccsc1[C@@H]1CCN(Cc2cccn2-c2cccnc2)C[C@H]1O | -30.5

# High-throughput results deposited in PubChem by Fisher Drug Discovery Resource Center.
